Compound activity as filed in PubChem.
TAAR1 agonist – human TAAR1 agonism; Q96RJ0; activation, % at 3 µM; CHO RD-HGA16 TAAR1, Fluo-8 calcium fluorescence; vehicle wells 0%, saturating PEA agonist 100%; hit rate 0.99% among 360,000; AID 624467;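 active means activation above the mean activation of all test compounds in the run plus 3 SD, cut at about 38% in these data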
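System: CHO-derived RD-HGA16 cells with stable Gα16 and human TAAR1. Times: 17-24 h plating, Fluo-8 75 min 37 °C, 30 min RT. Measured by: calcium-sensitive Fluo-8 signal, excitation 470-495, emission 515-575 nm. Read-out basis: % activation relative to PEA EC100 response. Control set: DMSO and PEA EC100. Repeats: no replicates (n 1).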
CRFR2-BP antag – antagonists of CRF-binding protein/CRF-R2 receptor complex; inhibition, % at 11.8 µM; HEK293 CRF-R2/CRF-BP, CRF-induced calcium fluorescence; AID 588475; hit rate 0.59% among 350,000;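 active means inhibition of the ligand-induced calcium signal above about 50% at the single tested concentration, limit read from the data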
TAAR1 antag – human TAAR1 antagonism; CHO RD-HGA16 TAAR1, Fluo-8 calcium fluorescence, antagonist; AID 624466; inhibition, % at 3 µM; hit rate 1.5% among 360,000;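 active means inhibition above a per-plate cutoff, the mean inhibition of test compounds on that plate plus 3 SD, cut at about 49% in these data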;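 further: 0% = DMSO plus EC80 beta-PEA response and 100% = DMSO alone without agonist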
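Test system: hTAAR1-expressing CHO RD-HGA16 cells, Gα16-coupled; Probe or stimulus: EC80 β-phenethylamine stimulus; Compound dosing: single nominal final test compound concentration of 3 µM; Timing: 140 s kinetic read after compound, 140 s after agonist; Signal: Fluo-8 calcium-sensitive fluorescence; Measure: % inhibition of agonist calcium response; Controls: DMSO and EC80 PEA controls.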
CHRM5 PAM – potentiates acetylcholine response at human M5 receptor | activation, % at 3 µM | hit rate 0.3% among 360,000 | CHO-K1 hM5, Fluo-8 calcium, ACh EC20 PAM; 0% = ACh EC20, 100% = ACh EC100 | P08912;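 active means activation above the run cutoff, the mean activation of all test compounds plus 3 SD, cut at about 18% in these data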
Target sequence (P08912 whole entry, looked up): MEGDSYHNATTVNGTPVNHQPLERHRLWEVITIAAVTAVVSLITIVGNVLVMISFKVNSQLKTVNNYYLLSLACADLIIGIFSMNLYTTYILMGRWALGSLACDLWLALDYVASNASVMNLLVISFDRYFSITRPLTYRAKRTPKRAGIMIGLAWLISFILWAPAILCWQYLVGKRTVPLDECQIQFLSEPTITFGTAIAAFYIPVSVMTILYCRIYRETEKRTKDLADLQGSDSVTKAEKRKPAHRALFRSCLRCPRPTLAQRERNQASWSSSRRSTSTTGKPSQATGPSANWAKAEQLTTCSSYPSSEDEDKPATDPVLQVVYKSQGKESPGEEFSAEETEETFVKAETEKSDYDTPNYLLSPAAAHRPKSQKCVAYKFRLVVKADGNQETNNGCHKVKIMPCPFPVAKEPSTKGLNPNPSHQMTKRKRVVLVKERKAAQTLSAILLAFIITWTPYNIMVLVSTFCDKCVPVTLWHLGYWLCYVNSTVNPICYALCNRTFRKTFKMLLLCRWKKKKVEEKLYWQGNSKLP
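Probe or stimulus: acetylcholine, EC20 level; Assay system: human M5 receptor in CHO-K1 cells; Schedule: compound preincubation 140 s before EC20 acetylcholine addition; Technique: intracellular calcium via Fluo-8 fluorescence; Dosing: single-point, 3 µM nominal; Read-out basis: percent activation from peak-over-basal fluorescence ratio, scaled EC20-to-EC100 acetylcholine; Repeats: one well per compound, no replicates.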
CHRM5 agonist – CHRM5 agonism in calcium assay; P08912; CHO-K1 hM5 cells, Fluo-8 calcium fluorescence; 0% DMSO wells, 100% maximal acetylcholine response; activation, % at 3 µM; hit rate 0.19% among 360,000; AID 624037;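 active means activation above the run's mean over test compounds plus 3 SD, cut at about 23% in these data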;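 further: signal is peak over basal fluorescence ratio across the kinetic read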
CRFR2-BP ag – agonists of human CRF-binding protein/CRF-R2 receptor complex; HEK293 CRF-R2/CRF-BP, calcium dye fluorescence (FLIPR); percent of saturating CRF peptide response; activation, % at 13.2 µM; hit rate 0.46% among 350,000;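 active means activation of at least 50%, plus an integration ratio under a set limit after plate pattern correction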;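 further: plate controls were neutral control wells without compound for no effect and CRF at EC100 for full effect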
M4 PAM – CHRM4 positive allosteric modulation; P08173; CHO-K1 hM4/Gqi5, Fluo-8 calcium fluorescence, ACh EC20; 0% = ACh EC20, 100% = maximal ACh; activation, % at 3 µM; hit rate 0.4% among 360,000;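 active means activation above its plate's cutoff, the mean activation of sample wells plus 3 SD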; further: some results filed as inactive read as strong as hits
Target sequence (P08173 whole entry, looked up): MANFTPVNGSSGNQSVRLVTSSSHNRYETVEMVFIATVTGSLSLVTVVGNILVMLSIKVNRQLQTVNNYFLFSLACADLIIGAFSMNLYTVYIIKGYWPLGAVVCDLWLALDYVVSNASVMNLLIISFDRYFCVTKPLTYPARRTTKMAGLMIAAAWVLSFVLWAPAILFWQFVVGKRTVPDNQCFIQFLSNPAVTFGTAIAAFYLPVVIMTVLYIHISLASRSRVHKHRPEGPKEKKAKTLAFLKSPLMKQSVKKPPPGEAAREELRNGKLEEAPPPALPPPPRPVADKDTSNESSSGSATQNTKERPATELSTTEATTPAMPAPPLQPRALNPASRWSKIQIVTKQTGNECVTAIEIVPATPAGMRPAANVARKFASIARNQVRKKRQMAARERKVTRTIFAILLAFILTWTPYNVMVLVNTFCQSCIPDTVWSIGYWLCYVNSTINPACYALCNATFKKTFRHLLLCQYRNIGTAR
CHO-K1 Ca PAM – nonselective activator or artifact in parental CHO-K1 calcium assay; ATP EC20, Fluo-8 calcium fluorescence; 0% at ATP EC20, 100% at ATP max; activation, % at 3 µM; hit rate 0.02% among 360,000;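 active means activation above the run cutoff, the mean activation of all test compounds plus 3 SD, cut at about 40% in these data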;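 further: peak over basal fluorescence ratio in a 140 s read after ATP addition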
CHRM5 antagonist – CHRM5 antagonism in calcium assay; CHO-hM5 cells, Fluo-8 calcium fluorescence, ACh EC80; inhibition, % at 3 µM; hit rate 0.59% among 360,000; AID 624040;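 active means inhibition above a per-plate cutoff, the mean of that plate's test compounds plus 3 SD, cut at about 27% in these data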;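 further: 0% = acetylcholine EC80 with DMSO and 100% = DMSO without agonist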
* hit, by the source's call; . = not tested or not shown.

SMILES	TAAR1 agonist	CRFR2-BP antag	TAAR1 antag	CHRM5 PAM	CHRM5 agonist	CRFR2-BP ag	M4 PAM	CHO-K1 Ca PAM	CHRM5 antagonist
Cc1cc(NC(=O)CCC(=O)N(c2ccc(F)cc2)C(C(=O)NC2CCCC2)c2ccncc2)no1 (stereo not drawn)	3	3	-7	7	-3	8.7	14	18	12
CCOc1ccc(CCNC(=O)CSc2cc(=O)n(CC)c3ccccc23)cc1OCC	1	-12	-5	0	-4	1.8	1	7	-6
COC(=O)CSc1nnc(NC(=O)c2ccc3c(c2)OCO3)s1	2	25	0	11	0	0.5	12	12	-11
CC1=C(C(=O)OC(C)C)C(c2cccs2)N2C(=O)C(C)SC2=N1 (stereo not drawn)	3	50*	-2	-29	-12	0.9	-7	7	-7
Cn1c(COc2ccc(Cl)cc2)nnc1SCC(=O)NC1CCCCC1	8	-3	6	-2	-2	-2.2	1	10	-9
O=C(CN1CCN(S(=O)(=O)c2ccccc2)CC1)Nc1ccccc1Cl	0	-53	-12	-4	-3	8.8	-3	6	9
N#Cc1c(N)c(C(=O)c2ccccc2)n2c1CCC2	10	-19	1	-4	0	-0.5	-7	3	-3
Clc1nccnc1N/N=C/c1ccc(Br)cc1	5	-9	-9	-2	-6	-0.5	-2	4	-1
Cc1ccc(/C=N/NC(=O)Cn2nc(C)c(Br)c2C)o1	2	12	-27	0	-5	-2.4	5	-1	-1
CCOC(=O)C1C(=O)NC(c2ccccc2)=NC1c1cccc(Br)c1 (stereo not drawn)	4	-12	1	-2	-3	1.4	-3	16	8
CCOC(=O)C1CCN(C(=O)COc2ccc(Br)cc2Br)CC1	12	4	-5	-1	-2	0.3	-1	15	11
CCCCN(C(=O)CSCC(=O)Nc1ccc(C)cc1)c1c(N)n(Cc2ccccc2)c(=O)[nH]c1=O	-1	-14	-19	6	3	2.1	12	-30	-1
O=C(c1ccc(S(=O)(=O)NCc2ccco2)cc1)N1CCN(c2ccccc2)CC1	7	-40	31	-2	7	27	18	3	-4
O=C(CN1CCN(C(=O)C2CCCO2)CC1)Nc1ccc(F)cc1 (stereo not drawn)	1	-12	-7	4	0	1.0	9	-1	0
O=C(NCc1ccncc1)C(=O)NCC1OCCCN1S(=O)(=O)c1cc(F)ccc1F (stereo not drawn)	3	11	-6	-2	-5	-0.1	3	-18	13
CCc1nc(SCC(=O)N2CCN(C(=O)c3ccco3)CC2)c2c3c(sc2n1)CCCC3	7	-11	10	-8	-3	-0.3	-5	16	-1
C#CCCOC(=O)N1C2=NC(C(=O)OC)=C(C(=O)OC)[C@@H]3N(C)c4ccccc4[C@]23C[C@H]1CO	8	2	2	-2	3	-1.0	-1	-9	14
O=C(Nc1cccc(Cl)c1)N(Cc1nc2ccccc2c(=O)[nH]1)Cc1cccs1	10	-20	51*	-2	-2	-2.2	5	0	4
COc1ccc(NC(=O)C[C@H]2C(=O)N(C3CCCCC3)C[C@@H]2CSC)cc1	0	-1	-12	0	1	-1.5	-1	25	0
CC(C)OCCCn1c(=S)[nH]c2ccc(N3CCOCC3)cc2c1=O	4	-9	5	-1	3	0.7	-7	10	2
COc1ccc(C(=O)C2CCN(C(=O)c3ccc(C)cc3)CC2)cc1	13	0	-10	-7	-2	-2.5	-3	-23	2
Cc1ccc(Nc2ccc(C(=O)O)cc2[N+](=O)[O-])cc1	-3	11	-14	-6	-2	0.3	-5	-9	3
O=C(CN1CCN(c2nc(-c3ccccc3)cs2)CC1)NNC(=O)c1ccc(Br)cc1	-1	-1	-11	-2	-1	-0.5	-2	-6	10
CCNC(=O)c1sc2cc(C)ccc2c1Cl	6	19	11	-1	-5	-0.1	-4	21	-4
COc1ccccc1-n1cnc2cc(C(=O)NCc3ccco3)ccc21	15	3	14	0	-3	1.1	17	5	-1
Cc1cccc(-n2nnnc2SCC(=O)N(CC(C)C)c2c(N)n(CC(C)C)c(=O)[nH]c2=O)c1	5	-8	-18	-6	0	-1.5	-3	-4	7
C=CCn1nc2n(c1=O)-c1ccccc1SC2	0	-10	-8	-3	-1	-4.1	1	31	8
O=C(O)c1ccc(Nc2nc(-c3cccnc3)cs2)cc1O	4	5	15	-6	0	0.0	-7	-5	18
Nc1c(C(=O)Nc2ccccc2)sc2ncc([N+](=O)[O-])cc12	4	23	-33	-5	2	-0.2	-5	11	13
[O-][n+]1onc2c1CCc1[nH]c(-c3ccccc3)nc1-2	1	2	-1	-16	8	-3.2	-13	10	14
COc1ccc2cc(-c3cccnc3)ncc2c1	3	1	5	0	-4	-2.3	5	-2	10
COc1ccccc1Cc1c(-c2ccc(F)cc2)nc2c(C)cc(Br)cn12	1	.	-10	0	-4	.	2	10	-2
COc1ccc(OC)c2sc(NC(=O)c3ccc(Cl)s3)nc12	0	21	-5	4	-2	1.1	6	26	0
CCCN(CC(=O)Nc1ccc(F)c(F)c1F)CC(=O)Nc1c(Cl)cccc1Cl	3	27	3	1	0	-2.9	2	12	-8
O=C(COC(=O)C1CCCO1)Nc1cccc(C(F)(F)F)c1 (stereo not drawn)	14	-2	2	4	1	-0.2	9	-4	-14
O=C(/C=C/c1cccs1)Nc1cccnc1	2	8	-3	5	0	0.0	15	18	-5
Nc1ccc(C(=O)NCC(=O)O)cc1	4	-7	-35	8	1	-0.1	7	11	-15
O=c1[nH]c2cccc(Cl)c2c2ccccc12	3	-11	5	-2	-1	-0.2	10	2	0
COc1cccc(OCC(O)CNC2CCCC2)c1 (stereo not drawn)	4	5	-3	-6	-4	1.8	-2	3	8
Cc1csc(Nc2ccc(Cl)cc2)[n+]1-c1ccc(Cl)cc1	7	10	24	-10	0	-0.5	-10	8	-5
Cc1cc(C)nc(SCC(=O)Nc2ncc(Cc3cccc(Cl)c3)s2)n1	3	-10	2	0	-1	-1.1	-2	22	-3
S=C(Nc1ccc(N2CCOCC2)cc1)Nc1ccc2snnc2c1	13	3	-10	-12	-4	-0.2	-4	4	-1
CC1CCC(NC(=O)CCS(=O)(=O)c2ccc3c(c2)oc(=O)n3C)CC1 (stereo not drawn)	5	11	-18	-6	-2	0.1	-6	-18	11
O=C1c2ccc([N+](=O)[O-])cc2C(=O)N1c1ccc([N+](=O)[O-])cn1	1	0	-9	2	1	0.4	-14	-26	11
Cc1cc2cc(CCNC(=O)C(=O)c3c[nH]c4ccccc34)c(=O)[nH]c2cc1C	19	-14	65*	-17	7	-0.3	-17	-7	17
Cc1cc(C)n(C(=O)CCNC(=O)c2ccccc2Br)n1	3	18	-2	-4	-2	0.3	2	14	3
Cc1ccc(C(=O)COC(=O)CCCC(=O)Nc2cc(C(F)(F)F)ccc2Cl)cc1C	2	-44	10	1	-6	2.4	-5	5	5
CCCCn1c(N)c(N(CC)C(=O)C2CCC2)c(=O)[nH]c1=O	0	-3	1	-8	0	0.6	4	-10	7
Cc1csc(SCC(=O)NCCc2ccc(Cl)cc2Cl)n1	8	24	-7	-1	-4	-2.6	3	-5	3
CCOc1cc(S(=O)(=O)n2nc(C)cc2C)ccc1Br	0	-19	-6	11	-11	-1.3	-5	28	4
CCc1cccc(NC(=S)N(CCOC)C(C)c2ccco2)c1 (stereo not drawn)	-4	12	-12	1	-4	-0.2	17	-18	4
O=C1CC(O)(c2ccccc2)C(c2ccccc2)=C1c1ccccc1 (stereo not drawn)	9	19	26	-9	-14	-1.6	-2	12	-6
O=C1OCC(O)=C1Cc1ccccc1	3	15	-4	-14	1	0.6	-1	19	12
COc1ccccc1NC(=O)CCc1nnc2ccc(N3CCC4(CC3)OCCO4)nn12	1	-14	-18	-8	-4	-0.2	3	5	6
Cn1cc(SCC(=O)N2CCN(c3ccccc3)CC2)c2ccccc21	0	24	-21	-4	0	-0.1	-3	15	-4
CCn1nc(C(=O)Nc2ccc(N3CCOCC3)cc2)c2ccccc2c1=O	0	13	17	3	3	-2.0	2	-9	-2
Cc1cc(N(CC(=O)NC2CC2)S(C)(=O)=O)ccc1Br	11	5	1	0	-3	0.5	-2	6	2
CCOc1ccc(CN(C)CC(=O)Nc2ccc([N+](=O)[O-])cc2Cl)cc1	3	-16	18	-4	0	1.4	-5	-12	8
O=C(ON=C1CCN(S(=O)(=O)c2ccccc2)CC1)c1ccc(F)cc1	8	-13	-7	7	0	-1.3	4	24	2
CCCCOc1cccc(C(=O)O)c1	2	-1	14	0	0	2.3	0	12	3

An excerpt from above in order of molar mass, highest first:
SMILES	TAAR1 agonist	CRFR2-BP antag	TAAR1 antag	CHRM5 PAM	CHRM5 agonist	CRFR2-BP ag	M4 PAM	CHO-K1 Ca PAM	CHRM5 antagonist
CCOC(=O)C1C(=O)NC(c2ccccc2)=NC1c1cccc(Br)c1 (stereo not drawn)	4	-12	1	-2	-3	1.4	-3	16	8
CC1=C(C(=O)OC(C)C)C(c2cccs2)N2C(=O)C(C)SC2=N1 (stereo not drawn)	3	50*	-2	-29	-12	0.9	-7	7	-7
COc1ccc(C(=O)C2CCN(C(=O)c3ccc(C)cc3)CC2)cc1	13	0	-10	-7	-2	-2.5	-3	-23	2
O=C(COC(=O)C1CCCO1)Nc1cccc(C(F)(F)F)c1 (stereo not drawn)	14	-2	2	4	1	-0.2	9	-4	-14

The list continues.
SMILES	TAAR1 agonist	CRFR2-BP antag	TAAR1 antag	CHRM5 PAM	CHRM5 agonist	CRFR2-BP ag	M4 PAM	CHO-K1 Ca PAM	CHRM5 antagonist
C/C(CC(=O)Nc1ccc(Cl)cc1)=N\NC(=O)C(=O)N1CCCCC1	4	-6	-9	5	-2	-3.0	2	13	2
COC(=O)C1CCN(Cc2ccc(C)cc2)CC1	10	3	-1	-4	-3	0.5	2	0	5
COc1ccc(-n2c(COc3ccc4ccccc4c3)nnc2SCC(=O)NCc2ccco2)cc1	17	-21	45	-11	0	-0.7	0	17	11
N#C/C(=C\c1ccccc1Cl)C(=O)NC(=O)Oc1ccccc1	6	-6	-20	4	4	-1.3	2	17	-3
CCOc1ccc(NC(=O)c2ccc3c(c2)N(C)CCS3)cc1	24	22	13	2	-2	-0.8	5	13	-2
Cc1cc(C)nc(SCCN(C)C)n1	9	2	8	-4	-3	-2.8	-1	5	3
Cc1[nH]n(-c2ccccc2)c(=O)c1-c1ccc(Cl)cc1	5	13	3	-1	-3	-1.2	0	12	-9
Cn1nc(C(=O)OCC(=O)NCc2ccc(Cl)cc2)c2ccccc2c1=O	5	11	-7	-5	5	-1.4	-5	-11	-7
CC1C(=O)N2CCCc3cc(NS(=O)(=O)c4ccc(F)cc4)cc1c32 (stereo not drawn)	0	-4	-22	0	0	1.5	6	-4	2
CCCS(=O)(=O)C(=C(Nc1ccccc1)Nc1ccccc1)S(=O)(=O)CCC	-1	-11	-11	0	-2	-5.3	8	2	1
O=C(CCl)N1c2ccccc2Sc2ccc3ccccc3c21	.	-16	.	0	-1	-1.1	8	-2	8
